MsrA inh: bovine MsrA enzyme inhibitors, primary screen, biochemical, absorbance, HTS | purified bovine MsrA, absorbance read-out | actives 0.75% (n = 360,000) | Methionine sulfoxide reductase A (Bos taurus) | inhibition, % at 15.5 µM; in the data active means inhibition above about 4.5%;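 further: 0% = vehicle wells with enzyme and 100% = reference inhibitor wells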
MT1-MMP act inh: blockers of MT1-MMP proenzyme processing, primary screen, HT1080 RFP-PRO-GFP cells, GFP/RFP fluorescence. GFP/RFP ratio fluorescence, overnight; percent of plate control window, DMSO zero. Matrix metalloproteinase-14 (Homo sapiens), P50281. actives 0.061% (n = 360,000). GFP/RFP ratio change, % at 20 µM;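 active means GFP/RFP ratio change of at least 30% with cell ATP level not reduced by more than half and red fluorescence within 50% of control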; further: strong numbers were not always called active
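Material: RFP-PRO-GFP reporter HT1080 cells. Dosing: single-point 20 µM compound, 1% DMSO. Controls: DMSO and RFP-L50D-GFP cell wells. Timing: cells overnight before dosing, compound overnight, 37 °C, 5% CO2. Measure: GFP/RFP fluorescence ratio.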
NRP1-CendR mod: modulators of CendR peptide binding to NRP-1, primary screen, biochemical, fluorescence polarization, uHTS. inhibition, % at 25 µM. Neuropilin-1 (Homo sapiens), O14786. AID 602438, 2012. FAM-RPARPAR peptide binding to NRP-1. actives 0.85% (n = 360,000);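 active means inhibition or corrected inhibition above about 18%, plus a signal ratio from 0.5 to 1.5, limit read from the data, passing the limit was not always enough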; further: strong numbers were not always called active
FAS-TE inh: FAS thioesterase domain inhibitors, primary screen, biochemical, fluorescence intensity, uHTS; actives 0.67% (n = 360,000); inhibition, % at 15 µM; Fatty acid synthase (Homo sapiens), P49327; recombinant FAS-TE, OMFH fluorogenic substrate, fluorescence endpoint;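 active means compounds whose normalised, plate-corrected inhibition of enzyme fluorescence in the single-dose primary screen is 50% or more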;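 further: 0% = DMSO with enzyme and 100% = substrate without enzyme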
Rin1-Abl PPI inh: inhibitors of Rin1-Abl protein binding, primary screen, biochemical, TR-FRET; Tyrosine-protein kinase ABL1 (Homo sapiens) + Ras and Rab interactor 1 (Homo sapiens), …; actives 0.4% (n = 360,000); inhibition, % at 7.35 µM; in the data active means inhibition above about 5%, passing the limit was not always enough
bovine MsrA act: bovine MsrA enzyme activators, primary screen, biochemical, absorbance, HTS; purified bovine MsrA, absorbance read-out; actives 0.3% (n = 360,000); Methionine sulfoxide reductase A (Bos taurus); activation, % at 10.6 µM; AID 602163, 2012; in the data active means activation above about 7.5%;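 further: 0% = vehicle and 100% = reference activator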
Neddylation inh: inhibitors of cullin neddylation, primary screen, biochemical, TR-FRET, uHTS, NAE and Ubc12. NEDD8-conjugating enzyme Ubc12 (Homo sapiens) + NEDD8-activating enzyme E1 regulatory …. calls only at 25 µM. actives 0.58% (n = 360,000); in the data active means inhibition above about 36%
eLon inh: inhibitors of E. coli Lon protease, primary screen, biochemical, fluorescence polarization; inhibition, % at 7.94 µM; purified E. coli Lon protease; AID 602123, 2011; actives 0.42% (n = 360,000); in the data active means inhibition above about 13%, passing the limit was not always enough;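 further: 0% = enzyme with probe and DMSO and 100% = no enzyme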
SKN-1 inh: suppressors of acrylamide-induced Pgst-4::GFP reporter in worms, primary screen, SKN-1 inhibitor project, whole organism, uHTS, GFP/RFP fluorescence ratio, strain VP596; actives 0.49% (n = 360,000); C. elegans VP596 Pgst-4::GFP/RFP ratio, 24 h; AID 624304, 2012; inhibition, % at 21.8 µM;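 active means interference check ratio from 0.5 to 1.5 plus GFP to RFP signal ratio inhibition reaching or exceeding a fixed threshold, cut at about 30% in these data, passing the limit was not always enough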; further: some compounds called inactive have numbers as strong as hits
* marks the source's active call; other numbers are inactive results; i = inactive; . = not tested or not shown; + = active, no number. Rows were taken by chance, and some 4.2% of all compounds hit somewhere here.

mol	MsrA inh	MT1-MMP act inh	NRP1-CendR mod	FAS-TE inh	Rin1-Abl PPI inh	bovine MsrA act	Neddylation inh	eLon inh	SKN-1 inh
CC(C)(C)C(=O)O/N=C(\N)c1ccc(-c2csnn2)cc1	0.3	2	-6	-1	-3	-2	i	1	11
COc1ccc(-c2[nH]ncc2CNCCc2ncccc2C)cc1F	-2.1	0	8	-5	2	-5	i	4	3
O=C(CN1CCN(c2ccccc2O)CC1)Nc1ccc([N+](=O)[O-])cc1Br	0.4	-4	15	27	1	-15	i	12	1
Cc1cc(C)n(C(=O)c2ccc(Cl)c(F)c2F)n1	-0.2	0	4	1	0	-2	i	4	-14
C[C@H]1[C@H](C)CC[C@]2(C)CC[C@]3(C)C(=CC(=O)C4[C@@]5(C)CC[C@H](O)C(C)(C)C5CC[C@]43C)[C@H]12 (some centres not stated)	0.5	-4	-8	18	2	-3	i	3	0
O=C1/C(=C\c2ccc(C(F)(F)F)cc2)CSc2sccc21	-0.4	0	-1	23	1	-4	i	-4	37*
CN(Cc1cccnc1)C(=O)c1cc(S(=O)(=O)Nc2ccccc2F)ccc1Cl	0.4	6	-2	-4	-3	-9	i	5	11
COC(=O)C(CC(=O)c1ccc(Br)cc1)n1nc(C)cc1C (configuration not stated)	2.1	0	-4	4	4	-6	i	-5	29
COc1ccc(OC)c2sc(NC(=O)C3=COCCO3)nc12	1.8	7	-14	-9	-3	-3	.	-8	-2
O=C(CN1C(=O)c2cccc3cccc1c23)NC1CCCC1	0.5	2	18	-9	-3	-2	i	6	2
COc1ccccc1N1CCN(C(=O)c2cc3c(=O)n4cccc(C)c4nc3s2)CC1	0.7	3	4	10	-1	-6	+	3	-11
O=C(c1ccccc1[N+](=O)[O-])N1CCN(Cc2ccc3c(c2)OCO3)CC1	0.8	1	-1	-8	1	-4	i	-9	3
CCCn1c(C)cc(/C=C(\C#N)C(=O)OCC(=O)N(C)c2c(N)n(Cc3ccccc3)c(=O)[nH]c2=O)c1C	1.0	-2	-28	-1	0	-1	i	2	15
Cc1cc(C(=O)Nc2ccc(Br)cc2)cs1	-0.3	1	2	0	0	-1	i	-3	23
C=CCNC(=O)CSc1nnc(-c2cccc(S(=O)(=O)N3CCOCC3)c2)o1	-0.8	2	-8	-2	-1	2	i	-6	12
O=C(NCc1ccncc1)c1cccc(NS(=O)(=O)c2ccc(F)c(F)c2)c1	0.9	1	4	-5	1	0	i	16	17
O=[N+]([O-])c1cc(C(F)(F)F)ccc1N1CCCNCC1	1.3	0	11	-1	-5	-3	i	-12	5
Cc1ccccc1C1=N/C(=C/c2cccs2)C(=O)O1	-0.7	1	4	46	-4	-10	i	8	7
COC(=O)C1CCN(C(=O)c2ccccc2NC(C)=O)CC1	1.0	0	5	-9	5	1	i	-8	-9
COc1ccc(N(C)C(=O)c2oc(=O)c3ccccc3c2-c2ccccc2)c(OC)c1	0.3	-6	17	30	3	-1	i	8	12
Cc1ccc(C)c(S(=O)(=O)N2CCN(C(=O)c3n[nH]c(=O)c4ccccc34)CC2)c1	-0.9	-11	0	-2	-1	7	i	0	14
Nc1ncnc2c1ncn2[C@@H]1O[C@H](CNCc2ccc(OCc3ccccc3)cc2)[C@@H](O)[C@H]1O	1.5	0	1	-4	3	7.7*	i	-9	-16
COc1ccc(Cc2c(-c3cccc(Cl)c3)nc3ccc(Cl)cn23)c(C)c1	0.3	-3	-40	4	0	-2	i	-16	10
CCNC(=O)CSc1nnc(-c2cccc(S(=O)(=O)N3CCOCC3)c2)o1	-0.7	11	7	-5	4	-5	i	-11	0
O=C(CN1CCC(NC(=O)C2CC2)CC1)Nc1cccc(F)c1	1.2	-2	22	-6	5	-1	i	2	25
COc1ccc(NC(=O)CSc2nc3c(c(-c4cccs4)c2C#N)CN(C)CC3)cc1OC	-0.6	-57	1	13	-3	5	i	8	7
CN(Cc1ccon1)C(=O)CC1C(=O)NCCN1Cc1cccc(F)c1F (configuration not stated)	0.4	3	-4	-4	-1	-3	i	-3	-12
COc1ccc(CCC(=O)OCC(=O)NC(=O)c2ccc(Cl)cc2)cc1	-0.5	-1	-21	-2	0	-3	i	-11	6
CN1C[C@@H]2[C@@H]3C(=O)N(Cc4ccccc4)C(=O)[C@@H]3[C@](C)(C1=O)N2C(=O)c1ccc(Br)cc1	-2.0	-1	3	-10	1	-3	i	9	18
COc1ccc2c(c1)C(C)=CC(C)(C)N2C(=O)CSc1nnc(-c2ccc(C)cc2)o1	3.0	-6	-2	24	1	-1	i	3	6
CCc1nc2ccc(C(=O)NCCCN3CCCC3=O)cn2c1N(CC)Cc1cccc(Br)c1	0.9	-3	-1	0	1	-2	i	6	8
COc1ccc(N(C(=O)c2ccncc2)S(=O)(=O)c2ccccc2)cc1	-1.6	-2	4	-2	0	-2	i	-1	12
O=C(CSc1ncn(-c2ccccc2)n1)N1CCc2ccccc21	-0.4	-4	0	2	-3	-1	i	6	6
CCOc1ccc(CCNC(=O)COC(=O)c2cccc(S(=O)(=O)N(C)C)c2)cc1OCC	-0.2	0	1	-4	3	0	i	-2	-12
O=C(O)C1CCCN1C(=O)Nc1ccccc1 (configuration not stated)	-1.2	-4	2	-4	-4	-1	i	-1	25
Cc1ccc(S(=O)(=O)NCCNc2ccc(Br)c(C)c2)cc1	0.6	0	10	-4	-3	2	i	6	12
COc1ccc(CCNC(=O)CSc2ccc3nnc(CCNC(=O)c4ccc(C)cc4)n3n2)cc1OC	-0.6	0	11	-2	-1	-4	i	-12	-3
O=C(C1=C[C@@H](C2CC2)C[C@@H](OCCCCO)O1)N1CCN(Cc2ccccc2)CC1	0.8	4	-10	-8	4	-8	i	-4	7
CCOC(=O)c1sc2nccc(N(C)C)c2c1N=CNOCc1c(F)cccc1Cl	2.0	-6	6	20	-4	-14	.	5	7
N#Cc1ccccc1Cn1c(=O)oc2ccccc21	2.1	-2	-9	-3	0	-2	i	-1	-4
CC1=NN(C(=O)Cc2ccc([N+](=O)[O-])cc2)C(O)(C(F)(F)C(F)(F)F)C1 (configuration not stated)	1.2	0	-10	24	-4	-1	i	-1	0
c1ccc2c(c1)C(=NCC1CCCO1)NC2=NCC1CCCO1 (configuration not stated)	-0.4	5	-2	-3	6	-3	i	0	-3
CCc1nnc(NC(=O)c2ccco2)s1	2.1	3	6	-8	0	0	i	-3	21
c1csc(-n2nc3ccccc3n2)c1	1.6	1	2	-7	-1	-3	i	-9	22
COC(=O)CCC(NC(=O)c1cc(C)oc1C)C(=O)OC (configuration not stated)	-1.5	2	13	-4	2	3	i	-2	0
Cc1nnc(NC(=O)CSc2nnc(NC(=O)C(C)(C)C)s2)s1	-1.0	-2	-3	-2	1	-1	i	1	0
C=CCNC(=S)NNc1nc(N2CCCC2)nc(N2CCCC2)n1	1.0	-2	0	-8	0	0	i	5	5
CC(C)(C)NC(=O)COC(=O)c1ccc(S(=O)(=O)N2CCCCCC2)cc1	-0.3	-5	10	-6	1	-2	i	0	1
CCOC1(OCC)C(c2ccc(N)cc2)C(C#N)(C#N)C1(OCC)OCC (configuration not stated)	0.2	1	-4	19	4	0	i	-14	10
CCc1nc2c3cnn(-c4cc(Cl)ccc4C)c3ncn2n1	0.9	2	9	-4	-1	-14	i	0	-10

(listing goes on)
mol	MsrA inh	MT1-MMP act inh	NRP1-CendR mod	FAS-TE inh	Rin1-Abl PPI inh	bovine MsrA act	Neddylation inh	eLon inh	SKN-1 inh
CCOc1ccccc1C=C1SC(=S)NC1=O	3.2	-1	-46	-57	0	-9	i	34	-4
CCC1CCC(c2nnc(-c3ccc([N+](=O)[O-])cc3)o2)CC1 (configuration not stated)	0.8	-2	-4	6	-1	-5	i	-1	-3
C=CCNc1nc(NCc2ccc(N(C)C)cc2)c2sc(-c3ccccc3)cc2n1	1.0	0	-34	-19	-5	-8	i	2	-2
CC(O)C(NS(=O)(=O)c1ccc(Cl)cc1)C(=O)OCCOc1ccc(F)cc1 (configuration not stated)	0.2	-2	7	5	-1	3	i	-2	2
Cc1nc2cc(-c3cccc(F)c3)nn2c(C)c1CCC(=O)NC(C)c1ccc2c(c1)OCCO2 (configuration not stated)	-0.6	4	-2	15	1	1	.	-11	5
CC(C)(C)SCCNC(=O)CN(c1ccc(F)c(Cl)c1)S(C)(=O)=O	-0.7	-4	1	4	-1	-5	i	-5	10
O=C(CSc1ccccn1)N1CCN(c2ccc(Cl)cc2)CC1	0.1	-1	3	0	-3	-1	i	-12	7
COc1ccc(-c2ccc(CCC(=O)O)o2)cc1	1.8	-7	-17	-5	2	-17	i	0	5

Ten consecutive records from above, for reference:
mol	MsrA inh	MT1-MMP act inh	NRP1-CendR mod	FAS-TE inh	Rin1-Abl PPI inh	bovine MsrA act	Neddylation inh	eLon inh	SKN-1 inh
CCOC1(OCC)C(c2ccc(N)cc2)C(C#N)(C#N)C1(OCC)OCC (configuration not stated)	0.2	1	-4	19	4	0	i	-14	10
CCc1nc2c3cnn(-c4cc(Cl)ccc4C)c3ncn2n1	0.9	2	9	-4	-1	-14	i	0	-10
CCOc1ccccc1C=C1SC(=S)NC1=O	3.2	-1	-46	-57	0	-9	i	34	-4
CCC1CCC(c2nnc(-c3ccc([N+](=O)[O-])cc3)o2)CC1 (configuration not stated)	0.8	-2	-4	6	-1	-5	i	-1	-3
C=CCNc1nc(NCc2ccc(N(C)C)cc2)c2sc(-c3ccccc3)cc2n1	1.0	0	-34	-19	-5	-8	i	2	-2
CC(O)C(NS(=O)(=O)c1ccc(Cl)cc1)C(=O)OCCOc1ccc(F)cc1 (configuration not stated)	0.2	-2	7	5	-1	3	i	-2	2
Cc1nc2cc(-c3cccc(F)c3)nn2c(C)c1CCC(=O)NC(C)c1ccc2c(c1)OCCO2 (configuration not stated)	-0.6	4	-2	15	1	1	.	-11	5
CC(C)(C)SCCNC(=O)CN(c1ccc(F)c(Cl)c1)S(C)(=O)=O	-0.7	-4	1	4	-1	-5	i	-5	10
O=C(CSc1ccccn1)N1CCN(c2ccc(Cl)cc2)CC1	0.1	-1	3	0	-3	-1	i	-12	7
COc1ccc(-c2ccc(CCC(=O)O)o2)cc1	1.8	-7	-17	-5	2	-17	i	0	5

Screens from PubChem BioAssay.
